PvdQ acylase: P. aeruginosa PvdQ acylase inhibition; purified PvdQ acylase, fluorescence plate reader; inhibition, % at 10 µM; actives 0.063% (n = 340,000); AID 488965; in the data active means inhibition above about 30%, passing the limit was not always enough; inconclusive means no clear call, values can overlap the other calls;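 further: 0% = vehicle neutral wells and 100% = reference inhibitor wells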
MITF TRPM1 HTS: increases MITF-driven TRPM1 promoter luciferase signal; AID 588334; activation, % at 12.5 µM; actives 0.75% (n = 300,000); SK-MEL-5 TRPM1-promoter luciferase, 24 h; % of positive control, neutral wells = 0;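 active means mean activation of at least 80% with every replicate also reaching 80%; inconclusive means mean reaches 80% but some replicate falls short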;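 further: 0% = neutral control wells and 100% = parthenolide positive control wells; values of inactives mirror those of a sister screen read the other way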
dFosB activator: activators of mouse delta FosB homodimer | actives 0.99% (n = 340,000) | P13346 | activation, % at 25 µM | purified delta FosB, TAMRA-CDK5 oligo fluorescence polarization; percent of positive-control signal above neutral wells;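 active means mean activation above about 17%, with every replicate also reaching it, limit read from the data, passing the limit was not always enough; inconclusive means only one of the two conditions met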;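 further: fluorescence polarization rise as delta FosB binds a TAMRA Cdk5 AP-1 oligo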
CDK5 inh: CDK5/p35 (human) kinase inhibition. Recombinant CDK5/p35, ADP-Glo luminescence, 60 min. actives 0.01% (n = 330,000). inhibition, % at 10 µM. Q00535+Q15078;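 active means highest replicate inhibition of at least 50% and at least 75% of replicates reaching 50%; inconclusive means only one of the two criteria met; inactive means both criteria failed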;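 further: plate controls were DMSO neutral control for no effect and GW8510 at 10 µM for full effect; many of its hits are not listed in these tables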
Rtt109 HAT inh: blocks Candida albicans Rtt109/Vps75 acetyltransferase activity; Q5AAJ8; purified Rtt109/Vps75, ThioGlo CoA-SH fluorescence, 4 h; inhibition, % at 34.9 µM; actives 0.16% (n = 330,000);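 active means inhibition of at least 50% in every replicate; inconclusive means best replicate reaches 50% inhibition but some replicates fall short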
SR-BI uptake up: activators of SR-BI mediated HDL lipid uptake; CHO ldlA[mSR-BI] cells, DiI-HDL uptake fluorescence, 3 h; 100 = double the neutral-control signal; activation, % at 12.5 µM; actives 0.096% (n = 320,000); AID 504775;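 active means mean replicate activation of at least 60% and every replicate at or above 60%; inconclusive means mean or all-replicate condition met, but not both; inactive means mean below 60% and not all replicates reaching 60%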;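 further: 0% = median plate neutral-control signal and 100% = twice that signal; values of inactives mirror those of a sister screen read the other way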
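Material: SR-BI-overexpressing, LDLR-lacking CHO cells; schedule: compound exposure 3 h, 37 °C; reagent: DiI-labelled HDL at 10 µg/mL final; technique: bottom-read fluorescence, 550/595 nm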
Wnt act: activates Wnt/beta-catenin signaling in a reporter cell assay; activator, plate reader; activation, % at 9.35 µM; actives 1.2% (n = 300,000); AID 743398; in the data active means activation above about 30%, passing the limit was not always enough; inconclusive means no clear call, values can overlap the other calls;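 further: 0% = neutral control wells and 100% = positive control wells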
cardiac RTF act: cardiac RTF calcium sensitization; P19429+P45379; IANBD-labeled TnC RTF fluorescence at EC20 calcium; 0% EC20 calcium, 100% full calcium; activation, % at 7.2 µM; actives 0.24% (n = 340,000);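 active means activation above the mean over all tested compounds plus 3 SD, cut at about 30% in these data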;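 further: rise in fluorescence read as greater calcium sensitivity of cardiac thin filaments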
SR-BI DiI inh: inhibitors of mouse SR-BI mediated HDL lipid uptake; Q61009; ldlA[mSR-BI] CHO cells, DiI-HDL uptake fluorescence, 3 h; inhibition, % at 12.5 µM; actives 0.96% (n = 320,000);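 active means mean replicate inhibition of at least 70% and a set share of replicates each scoring 70 or more; inconclusive means meets just one of the two criteria; inactive means fails both criteria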;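 further: 0% = median of neutral control wells and 100% = median of positive control wells; values of inactives mirror those of a sister screen read the other way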
Target sequence (Q61009 whole entry, looked up): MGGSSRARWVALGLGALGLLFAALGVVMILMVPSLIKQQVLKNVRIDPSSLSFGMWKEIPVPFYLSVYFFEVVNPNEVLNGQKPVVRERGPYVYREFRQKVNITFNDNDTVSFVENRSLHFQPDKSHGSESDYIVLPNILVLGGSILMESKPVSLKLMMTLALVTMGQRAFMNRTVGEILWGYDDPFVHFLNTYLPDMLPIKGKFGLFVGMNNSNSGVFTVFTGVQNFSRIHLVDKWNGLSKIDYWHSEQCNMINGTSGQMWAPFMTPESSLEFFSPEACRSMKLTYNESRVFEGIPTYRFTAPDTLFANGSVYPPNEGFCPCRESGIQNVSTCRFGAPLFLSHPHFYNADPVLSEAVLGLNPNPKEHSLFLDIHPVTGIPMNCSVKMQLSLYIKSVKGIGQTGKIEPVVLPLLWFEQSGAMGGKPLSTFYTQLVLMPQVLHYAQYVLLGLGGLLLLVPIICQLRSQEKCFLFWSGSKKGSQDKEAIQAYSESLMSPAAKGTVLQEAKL
HTR5A ag ctr: activates human HTR5A in OPRM1-OPRD1 agonist counter-screen; actives 0.61% (n = 340,000); activation, % at 9.3 µM; HTR5A agonist assay, luminescence, cell-based; AID 504692; in the data active means activation mostly above about 9.5%, no sharp cut-off; inactive means mostly below about 7.6%;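 further: 0% = cells with vehicle only and 100% = reference agonist; strong numbers were not always called active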
Target sequence (P47898 whole entry, looked up): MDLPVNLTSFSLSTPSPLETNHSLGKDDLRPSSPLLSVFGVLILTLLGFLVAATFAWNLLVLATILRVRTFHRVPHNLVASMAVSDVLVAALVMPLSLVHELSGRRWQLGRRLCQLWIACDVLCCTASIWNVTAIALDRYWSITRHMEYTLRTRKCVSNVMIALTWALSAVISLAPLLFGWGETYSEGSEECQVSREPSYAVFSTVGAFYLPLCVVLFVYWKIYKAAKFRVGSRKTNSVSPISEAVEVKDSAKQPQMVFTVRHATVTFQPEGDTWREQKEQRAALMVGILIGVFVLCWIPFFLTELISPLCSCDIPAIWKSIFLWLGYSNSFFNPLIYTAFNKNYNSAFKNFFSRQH
Active calls of the source: *; ? = inconclusive; . = not tested or not shown.

item	structure	cardiac RTF act	CDK5 inh	MITF TRPM1 HTS	HTR5A ag ctr	Wnt act
1	Cn1c(-c2ccccc2)c(C#Cc2ccc(N)cc2)c2ccccc21	9	0.5	3	0	-8
2	CCn1c(SCC(=O)N2CCN(c3cccc(Cl)c3)CC2)nc2ccccc2c1=O	-2	-1.4	.	-3	-4
3	COc1ccc(N=Cc2ccc(-c3ccccc3)o2)cc1	10	0.6	8	-7	-1
4	CCC(C)(C)C1CCc2[nH]nc(C(=O)NC(C)C)c2C1 (configuration not stated)	-3	9.1	4	3	-6
5	CN1CCN(C(=O)N(c2ccccc2)c2ccccc2)CC1	-1	-8.8	.	1	1
6	CC1CN(C(=O)c2cccc(C(=O)N3CC(C)OC(C)C3)c2)CC(C)O1 (configuration not stated)	-4	-0.8	.	1	-1
7	O=C(CCNC(=O)C1CCN(S(=O)(=O)c2ccccc2)CC1)NCc1ccncc1	5	-0.3	9	-3	0
8	COc1cccc(Cn2c(=O)ccc3ccccc32)c1	1	-5.3	5	2	8
9	CCc1ccc(OCC(=O)NNC(=O)Cc2cccs2)cc1	0	1.5	-7	1	.
10	S=C(Nc1ccccc1)N1CCN(c2ccc(N3CCOCC3)nn2)CC1	-5	-2.0	8	0	-3

item	PvdQ acylase	Rtt109 HAT inh	SR-BI uptake up	SR-BI DiI inh	dFosB activator
1	-16	-2	-65	65	-5
2	-8	4	15	-15	-7
3	-8	-5	3	-3	-5
4	8	2	-16	16	-8
5	-24	-8	9	-9	-9
6	-6	5	21	-21	2
7	-9	5	35	-35	-5
8	-1	1	-1	1	-7
9	-7	10	0	0	-13
10	-7	1	-7	7	-2

Next section
item	structure	cardiac RTF act	CDK5 inh	MITF TRPM1 HTS	HTR5A ag ctr	Wnt act
11	CC(C)CC(C(=O)NC1CCCC1)N(Cc1ccc2c(c1)OCO2)C(=O)c1snc(C(N)=O)c1N (configuration not stated)	-5	0.2	2	3	-6
12	Cc1cccc(NC(=O)CSc2nnc([C@H](C)NC(=O)OC(C)(C)C)o2)c1C	2	-2.2	5	8	0
13	Cc1cc(C)c(NC(=O)c2cccs2)c(C)c1NC(=O)c1cccs1	-7	0.1	10	-2	-1
14	O=C(NC1CC(=O)N(c2ccccc2)C1)C(=O)c1c[nH]c2ccccc12 (configuration not stated)	-4	-2.4	-15	-4	-3
15	Cc1c(Br)cc(C(=O)N2CCCC2)c(C)c1C	6	0.6	-4	3	17
16	CCCCOC(=O)c1cc(Cl)c(O)c(OC)c1	-4	-0.7	10	0	1
17	COc1ccc(C(=O)NNC(=O)CSc2nc3c(c(=O)n(C)c(=O)n3C)n2C)cc1	7	2.6	-1	-1	0
18	O=C(CCNS(=O)(=O)c1cccc2nsnc12)N1CCc2ccccc21	-5	-0.8	7	-1	.
19	O=C(NCc1cccs1)C1CCCN(C(=O)Nc2ccccc2)C1 (configuration not stated)	-1	0.5	-19	2	2
20	COc1ccc(OCC(O)CN2C(=O)NC(C)(C)C2=O)cc1 (configuration not stated)	0	0.8	0	2	-2

item	PvdQ acylase	Rtt109 HAT inh	SR-BI uptake up	SR-BI DiI inh	dFosB activator
11	-8	-2	-9	9	6
12	-10	-2	-39	39	-9
13	-7	-4	-3	3	-12
14	3	17	23	-23	-5
15	10	3	-13	13	6
16	-10	-1	-17	17	-2
17	-15	-1	-2	2	3
18	-1	-2	-9	9	0
19	-13	1	43	-43	5
20	-17	-1	.	-21	-2

An excerpt of these results, in markdown:
| No. | smiles | cardiac RTF act | CDK5 inh | MITF TRPM1 HTS | HTR5A ag ctr | Wnt act | PvdQ acylase | Rtt109 HAT inh | SR-BI uptake up | SR-BI DiI inh | dFosB activator |
| --- | --- | --- | --- | --- | --- | --- | --- | --- | --- | --- | --- |
| 13 | Cc1cc(C)c(NC(=O)c2cccs2)c(C)c1NC(=O)c1cccs1 | -7 | 0.1 | 10 | -2 | -1 | -7 | -4 | -3 | 3 | -12 |
| 15 | Cc1c(Br)cc(C(=O)N2CCCC2)c(C)c1C | 6 | 0.6 | -4 | 3 | 17 | 10 | 3 | -13 | 13 | 6 |

Additional results:
item	structure	cardiac RTF act	CDK5 inh	MITF TRPM1 HTS	HTR5A ag ctr	Wnt act
21	CCn1c(SCC(=O)Nc2ccccc2F)nc2c(c1=O)SC(C)C2 (configuration not stated)	-2	-0.4	4	3	-2
22	CC(=O)Nc1ccc(OC(=O)c2c(-c3ccccc3Cl)noc2C)cc1	-4	-0.5	4	-2	-9
23	O=C1OCCC1Sc1ncnc2sc3c(c12)CCC3 (configuration not stated)	2	0.4	-10	2	.
24	CC(C)C[C@@H](CN=[N+]=[N-])N1CCN(CC(C)C)CCC1=O	-1	0.7	-4	-1	-2
25	O=C(CSc1ncn[nH]1)Nc1nsc(-c2ccccc2)n1	3	-3.9	7	0	1
26	COc1ccc(/C=N/n2c(-c3cccs3)n[nH]c2=S)cc1	0	-1.6	15	1	.
27	O=C(CSc1nnc2ccc(-c3ccncc3)nn12)N1CCCCC1	-3	-0.4	4	-1	0
28	CN(C(=O)c1ccccc1Cl)c1ccccc1C(=O)NCc1ccccc1	0	3.0	9	2	-1
29	O=C(CCN1C(=O)c2ccc([N+](=O)[O-])cc2C1=O)Nc1nccs1	11	-1.9	-8	-2	-7
30	Cc1ccc(NC(=O)CN(c2ccc(Cl)cc2)S(=O)(=O)c2cc([N+](=O)[O-])ccc2Cl)c(C)c1	.	-0.5	-16	.	-2

item	PvdQ acylase	Rtt109 HAT inh	SR-BI uptake up	SR-BI DiI inh	dFosB activator
21	-9	-4	1	-1	-5
22	0	-1	-14	14	-1
23	-14	.	23	-23	-8
24	-6	0	-2	2	-1
25	-8	4	4	-4	-8
26	-10	4	6	-6	-3
27	5	34	.	.	1
28	-8	-14	6	-6	-14
29	-9	-3	2	-2	-8
30	-5	-10	-20	20	-5

Quoted from the listing:
cpd 28 | MITF TRPM1 HTS: 9
cpd 21 | HTR5A ag ctr: 3

Of the compounds above, these have a nitro group on carbon.
item	structure	cardiac RTF act	CDK5 inh	MITF TRPM1 HTS	HTR5A ag ctr	Wnt act
29	O=C(CCN1C(=O)c2ccc([N+](=O)[O-])cc2C1=O)Nc1nccs1	11	-1.9	-8	-2	-7
30	Cc1ccc(NC(=O)CN(c2ccc(Cl)cc2)S(=O)(=O)c2cc([N+](=O)[O-])ccc2Cl)c(C)c1	.	-0.5	-16	.	-2

item	PvdQ acylase	Rtt109 HAT inh	SR-BI uptake up	SR-BI DiI inh	dFosB activator
29	-9	-3	2	-2	-8
30	-5	-10	-20	20	-5

Continued.
item	structure	cardiac RTF act	CDK5 inh	MITF TRPM1 HTS	HTR5A ag ctr	Wnt act
31	CC(=O)Cc1nsc(NC(=O)c2c(-c3ccccc3Cl)noc2C)n1	3	-1.0	-14	1	-1
32	Cn1nc(C(F)(F)F)c2cc(NC(=O)OCC(C)(C)C)sc21	-6	-0.8	-2	0	-3
33	CC(C)Cc1ccc(-c2cc(=O)[nH][nH]2)cc1	.	-0.4	-4	.	-4
34	O=C(COC(=O)c1ccco1)Nc1cc(S(=O)(=O)N2CCOCC2)ccc1Cl	-6	1.1	17	-5	-1
35	COCCOC(=O)C1=C(C)N=c2s/c(=C\c3cccs3)c(=O)n2C1c1cccs1 (configuration not stated)	-2	0.5	1	0	.
36	O=C(CSc1nc(-c2ccc(F)cc2)cs1)Nc1ccccn1	2	1.3	-10	4	-21
37	Cn1nccc1C(=O)OCC(=O)Nc1ccc(S(N)(=O)=O)cc1	2	0.7	-1	3	-1
38	COc1cc(NC(=O)c2cc3ccccc3cc2O)c(OC)cc1Cl	0	-0.4	-34	2	-14
39	CCc1nnc(NC(=O)CSc2nnc(Cc3cccn3C)n2C)s1	5	-0.6	.	-1	-2
40	Cc1ccccc1OCC(=O)NC(=S)Nc1ccc(Br)c(C)n1	-2	-5.6	-24	-7	.

item	PvdQ acylase	Rtt109 HAT inh	SR-BI uptake up	SR-BI DiI inh	dFosB activator
31	1	-3	20	-20	-2
32	-6	3	-31	31	-2
33	-10	-6	20	-20	-4
34	-2	0	-10	10	2
35	-1	2	-3	3	2
36	2	26	3	-3	10
37	-8	3	24	-24	1
38	1	5	-68	68	11
39	2	-2	25	-25	6
40	-9	10	33	-33	2

The list continues.
item	structure	cardiac RTF act	CDK5 inh	MITF TRPM1 HTS	HTR5A ag ctr	Wnt act
41	COCCN(C(=S)Nc1cccc(OC)c1)C1CCN(C(C)=O)CC1	16	-2.0	11	3	13
42	CCN(c1ccc(OC)cc1)S(=O)(=O)c1nnc(NC(=O)COc2ccccc2)s1	4	0.4	-6	1	-1
43	CC(C)Nc1nc(Oc2ccc(Cl)cc2)cc(C(F)(F)F)n1	-2	0.6	-4	2	0
44	CCCCn1c(N)c(N(CCOC)C(=O)CSCc2c(C)noc2C)c(=O)[nH]c1=O	-2	-0.3	9	2	1
45	O=C(NC1CCc2ccccc21)C12CN(Cc3ccccc3)CC1C(c1cccc([N+](=O)[O-])c1)=NO2 (configuration not stated)	2	-0.2	4	1	-2
46	CC(=O)Nc1ccc(S(=O)(=O)NNC(=O)c2ccc([N+](=O)[O-])cc2)cc1	-9	-0.3	.	-3	-1
47	O=C1C2C3C=CC(CC3)C2C(=O)N1/N=C/c1ccc(O)c(O)c1 (configuration not stated)	-8	-1.6	13	1	-1
48	Cc1oc2ccc(O)cc2c1C(=O)OC(C)C	7	-3.0	35	6	9
49	CCOc1cc(/C=C2\SC(=O)N=C2N)ccc1O	10	14	9	-2	.
50	Cc1cc(Cl)ccc1NC(=S)N1CCN(C(=O)c2ccco2)CC1	-1	2.1	4	0	0
51	CCC(=O)Nc1ccc(NC(=O)CSc2nnnn2CC)cc1C	0	-0.4	15	1	.

item	PvdQ acylase	Rtt109 HAT inh	SR-BI uptake up	SR-BI DiI inh	dFosB activator
41	12	11	-13	13	-4
42	-17	-2	34	-34	0
43	1	1	1	-1	1
44	-10	-8	11	-11	-6
45	-12	7	-25	25	-9
46	4	1	21	-21	3
47	1	-3	-9	9	2
48	-11	-2	8	-8	-8
49	-13	13	7	-7	1
50	-15	3	4	-4	10
51	-12	3	?	-163	-4

Screening data: PubChem BioAssay, several laboratories
